Assay outcomes (PubChem)
PGE2 EP2 inh: inhibitors of human EP2 prostaglandin E2 receptor; P43116; C6 glioma cells expressing human EP2, cAMP TR-FRET; cells stimulated with saturating PGE2; inhibition, % at 25 µM; actives 0.52% (n = 260,000);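 active = percent inhibition above 40 after rounding to a whole number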;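 note: rat C6 glioma host cells with rolipram phosphodiesterase inhibitor present; the protocol text gives 20 µM as final concentration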
PPC-1+TRAIL kill: kills PPC-1 cancer cells in the presence of TRAIL; actives 0.41% (n = 220,000); PPC-1 cells + TRAIL, ATPLite viability luminescence; cell killing (% activity), % at 4 µM;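 active = cell killing above 50% in the first pass at 4 µM, then a duplicate retest at 5 µM averaging 50% or more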;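 note: plate controls were cells with TRAIL plus DMSO for no effect and medium-only wells lacking cells for full effect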
p97 ATPase inh: inhibitors of human p97 ATPase | AID 1481 | P55072 | recombinant p97 ATPase, Kinase-Glo ATP luminescence, 3 h | actives 0.42% (n = 220,000) | inhibition, % at 8 µM; in the data active = inhibition above about 15%;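 note: 0% = DMSO vehicle and 100% = wells lacking enzyme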
Target sequence (P55072 whole entry, looked up): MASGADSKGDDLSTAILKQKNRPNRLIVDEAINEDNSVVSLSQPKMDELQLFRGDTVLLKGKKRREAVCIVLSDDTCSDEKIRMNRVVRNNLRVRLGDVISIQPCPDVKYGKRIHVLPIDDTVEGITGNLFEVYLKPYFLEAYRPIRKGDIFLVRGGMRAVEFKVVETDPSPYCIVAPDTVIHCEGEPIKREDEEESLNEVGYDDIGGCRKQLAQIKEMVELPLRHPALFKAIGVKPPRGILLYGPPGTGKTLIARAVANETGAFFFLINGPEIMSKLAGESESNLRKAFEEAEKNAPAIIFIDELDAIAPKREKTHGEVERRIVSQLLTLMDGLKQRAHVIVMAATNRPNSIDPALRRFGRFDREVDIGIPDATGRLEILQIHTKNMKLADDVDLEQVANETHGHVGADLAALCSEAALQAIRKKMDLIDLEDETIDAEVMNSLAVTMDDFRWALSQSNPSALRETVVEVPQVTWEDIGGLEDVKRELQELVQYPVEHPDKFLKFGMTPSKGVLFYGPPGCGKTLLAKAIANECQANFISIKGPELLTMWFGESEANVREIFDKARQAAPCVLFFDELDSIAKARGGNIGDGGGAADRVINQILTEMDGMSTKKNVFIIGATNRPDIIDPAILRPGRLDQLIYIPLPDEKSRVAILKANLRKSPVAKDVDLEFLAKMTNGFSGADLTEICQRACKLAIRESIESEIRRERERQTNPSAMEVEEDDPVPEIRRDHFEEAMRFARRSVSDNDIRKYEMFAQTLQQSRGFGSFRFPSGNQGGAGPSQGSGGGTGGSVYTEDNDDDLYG
p47phox inh: blocks human p47phox regulatory protein of NADPH oxidases; p47phox/p22phox peptide binding, fluorescence polarization, 2 h; inhibition, % at 24.7 µM; actives 0.53% (n = 220,000);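 active = inhibition above about 30%, limit read from the data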;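 note: 0% = p47phox with labelled peptide and 100% = labelled peptide alone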
Furin inhibitor: inhibitors of human furin; purified furin, fluorogenic substrate cleavage; inhibition, % at 30 µM; AID 463115; actives 0.061% (n = 220,000); P09958; in the data active = inhibition above about 25%; note: inactives centre near -15
TbHK1 inh: T. brucei hexokinase 1 inhibition; inhibition, % at 10 µM; actives 0.11% (n = 220,000); recombinant TbHK1, G6PDH-coupled NADH A340;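 active = inhibition of 50% or more in the single-dose primary screen; inactive = inhibition below 50%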
BaF3 parental: reduces parental Ba/F3 cell viability, JAK2V617F counter-screen; CellTiter-Glo ATP luminescence; actives 1.1% (n = 220,000); inhibition, % at 5.6 µM;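 active = inhibition above a per-campaign cutoff, the mean inhibition of all tested compounds plus 3 SD, cut at about 27% in these data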;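 note: 0% = DMSO wells and 100% = JAK Inhibitor I control wells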
RBBP9 inh: human RBBP9 hydrolase inhibition | O75884 | recombinant RBBP9, FP-Rh probe fluorescence polarization | inhibition, % at 7.94 µM | actives 0.2% (n = 220,000) | AID 1515;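 active = inhibition above the campaign mean of all tested compounds plus 3 SD, cut at about 14% in these data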;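 note: plate controls were DMSO wells with RBBP9 for no effect and wells lacking RBBP9 protein for full effect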
Target sequence (O75884 whole entry, looked up): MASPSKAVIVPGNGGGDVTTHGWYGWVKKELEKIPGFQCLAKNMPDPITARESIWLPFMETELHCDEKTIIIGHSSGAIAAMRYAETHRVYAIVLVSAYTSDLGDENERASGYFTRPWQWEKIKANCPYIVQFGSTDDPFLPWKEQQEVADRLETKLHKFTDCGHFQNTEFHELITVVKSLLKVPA
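system = RBBP9 protein | input = RBBP9 at 2.5 µM in dispensed solution, before mixing | measured by = fluorescence polarization (mP), excitation 525 nm, emission 598 nm | incubation = enzyme-compound preincubation 30 min, then probe labeling 45 min, 25 °C | buffer or medium = Tris-NaCl-Pluronic buffer, pH 8.0 | compound = single dose 7.94 µM | also added = FP-Rh probe, 375 nM dispensing solution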
Ba/F3 V617F tox: loss of viability in JAK2V617F-driven Ba/F3 cells. AID 1446. inhibition, % at 5.6 µM. actives 1.1% (n = 220,000). Ba/F3 EpoR-JAK2V617F viability, ATP luminescence;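 active = inhibition above the campaign mean plus 3 SD over all tested compounds, cut at about 24% in these data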;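 note: cytokine-independent growth of Ba/F3 cells driven by EpoR plus mutant JAK2; 0% = DMSO-treated cells and 100% = JAK inhibitor I control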
* = called active by the depositor; . = no result given; & = joins results of further samples; [ ] = remark or other dose. A portion of the library; count on the stated rates, not on these rows.

SMILES | PGE2 EP2 inh | PPC-1+TRAIL kill | p97 ATPase inh | p47phox inh | Furin inhibitor | TbHK1 inh | BaF3 parental | RBBP9 inh | Ba/F3 V617F tox
COc1cc(S(=O)(=O)N2CCC(N3CCCCC3)CC2)ccc1-n1cnnn1 | 7 | 14 | 0 | -6 | -22[20 µM] | 5 | 4 | -10 | -3
CN(CC(=O)N1CC(=O)N(CCc2ccccc2)C(=O)C1)S(=O)(=O)c1cccc2nsnc12 | 4 | -6 | -3 | -25 | -12 | -9 | -2 | -3 | -3
COc1ccc2c(c1OC)C(=O)OC2CC(=O)O (stereo unspecified) | 3 | 14 | 3 | -5 | -13[20 µM] | 0 | -3 | -6 | -5
Cc1csc(NC(=O)C2COc3ccccc3O2)n1 (stereo unspecified) | 12 | 2 | -2 | -5 | 6[20 µM] | -8 | -1 | -5 | -3
COC(=O)c1cc(OC)c(OC)cc1NC(=O)CSc1nnc(-c2cccnc2)n1C | 6 | -3 | 2 | 4 | -19[20 µM] | -4 | 2 | 2 | -2
Cc1ccc(S(=O)(=O)N2CCN(C(=O)CSc3nnnn3C)C2)cc1 | 15 | 16 | -2 | -15 | -28[20 µM] | -9 | 1 | -4 | 0
COc1ccc(C(=O)CSc2nnc(C(CO)NC(=O)c3ccc(OC)cc3)n2C)cc1 (stereo unspecified) | 11 | 28 | 5 | -3 | -21[20 µM] | 2 | 0 | 3 | -4
c1ccc2nc(N3CCOCC3)cnc2c1 | . | -14 | 2 | 1 | -23[20 µM] | -13 | 4 | 5 | -1
CC1CCCC(C)N1C(=O)CSc1nnnn1-c1cccc2c1CCCC2 (stereo unspecified) | 15 | 4 | -9 | -5 | -9[20 µM] | 6 | 2 | -12 | 1
c1coc(-c2nnc(NC3=NCCC3)o2)c1 | 16 | -1 | -1 | 6 | -27[20 µM] | -8 | 4 | -5 | 1
CCCC(O)(c1ccc(OC)cc1)C(CN(C)C)c1ccccc1 (stereo unspecified) | 7 | 13 | 1 | 4 | -12[20 µM] | -1 | 4 | -2 | -1
O=C(Nc1ccc(Cl)cc1)c1cccnc1N1CCCCC1 | 3 | -6 | -2 | -11 | -1[20 µM] | -4 | 3 | -11 | -3
CCC(=O)Nc1nc(-c2ccccc2)ns1 | 5 | 49 | -6 | -19 | -8[20 µM] | 1 | 6 | -12 | 2
CCCN1C(=O)C2(C(C(=O)c3ccc(C)o3)=C(O)C(=O)N2CCCOC)c2ccccc21 (stereo unspecified) | 8 | -22 | 2 | -9 | -14 | -27 | 0 | 0 | 1
Cn1c(CS/C(N)=N/N=C/c2ccccc2)c(Br)c(=O)n1-c1ccccc1 | 8 | 19 | -2 | -5 | -9 | -6 | 2 | -6 | 2
Cc1ccc(C(=O)Nc2cccnc2)cc1S(=O)(=O)N1CCCCC1 | 4 | 8 | 0 | -2 | -12 | 4 | 12 | -3 | 5
CN1CCN(C(=O)c2ccc(N(Cc3ccc(Cl)cc3)S(C)(=O)=O)cc2)CC1 | 13 | 23 | 4 | 4 | -15 | 7 | 5 | 2 | 0
COc1ccc(CN(Cc2cccn2C)S(=O)(=O)c2ccc(C)cc2)cc1 | 7 | 1 | -2 | -9 | -12 | 0 | 0 | -4 | 0
O=C(/C(=C/c1ccccc1Cl)c1ccccc1)N1CCOCC1 | 13 | -2 | -6 | 0 | -8 | -7 | 6 | -5 | 3
Cc1nnc(SCc2nnc(-c3cccs3)o2)n1C1CCCCC1 | 5 | 8 | 6 | -3 | -13 | 1 | 6 | -3 | 2
CN(Cc1ccccc1)c1ccc(C(=O)O)cc1[N+](=O)[O-] | 7 | 10 | 5 | 1 | -15 | -6 | 2 | -1 | -4
CC1CCN(C(=O)CSc2nc3[nH]ncc3c(=O)[nH]2)CC1 | 9 | 20 | -1 | 0 | -14 | -4 | 4 | -1 | -2
CC(=O)NC12CC3CC(C1)CC(C(=O)OCC(=O)c1ccc4c(c1)OCCO4)(C3)C2 | 19 | 31 | -1 | -40 | 6 | 1 | 5 | -13 | 5
CCOC(=O)N1CCN(c2ncnc3nc[nH]c23)CC1 | 15 | 12 | 5 | -7 | -26 | 1 | 5 | -2 | -2
CC(C)NC(=O)CSc1nc2ccccc2c(=O)n1CCCOC(C)C | 6 | 10 | -4 | -4 | -24 | -11 | 1 | -2 | 0

Continuation:
SMILES | PGE2 EP2 inh | PPC-1+TRAIL kill | p97 ATPase inh | p47phox inh | Furin inhibitor | TbHK1 inh | BaF3 parental | RBBP9 inh | Ba/F3 V617F tox
Cc1nccn1CC(=O)N/N=C/c1cccc(O)c1 | 3 | 20 | 0 | -6 | -2 | 32 | 1 | -8 | -1
O=c1c2sccc2nc(SCc2cc(=O)n3cc(Cl)ccc3n2)n1Cc1ccccn1 | 3 | 21 | 4 | -10 | -13 | -15 | 0 | -6 | 0
COc1ccc(S(=O)(=O)NCCC(=O)NC(C)c2ccccc2)cc1 (stereo unspecified) | 3 | 2 | 1 | -9 | -5 | 21 | 3 | -7 | 3
O=C1N=C(c2ccccc2)C(c2ccccc2)N1 (stereo unspecified) | 7 | -6 | 6 | -5 | -64 | 5 | 9 | -1 | 3
O=C(Oc1ccc(C(=S)N2CCOCC2)cc1Br)c1ccccc1F | 8 | 25 | 1 | -4 | -1 | 28 | 0 | 8 | -2
CCCCNC(=O)CCn1c(=S)[nH]c2cc3c(cc2c1=O)OCO3 | 16 | 12 | 5 | -19 | -19[20 µM] | -6 | 0 | 8 | -1
CN1CCN(c2ccc(S(=O)(=O)N3CCCCC3)cc2NC(=O)Cc2ccc(Cl)cc2)CC1 | 5 | 23 | 3 | -4 | -11 | -6 | 38* | 2 | 52*
Nc1nc2ccccc2n1C(=O)CCc1ccccc1 | 6 | 24 | -3 | -8 | -54[20 µM] | 1 | 6 | 8 | 6
CC1CCC(N2CC(=O)N(Cc3ccc4c(c3)OCO4)C(c3ccc(F)cc3)C2=O)CC1 (stereo unspecified) | 9 | 5 | -5 | -5 | -6[20 µM] | 0 | 1 | -9 | 1
CCOC(=O)c1ccc(Nc2nnc3nc(C)cc(C)n23)cc1 | 19 | 13 | 3 | -8 | 17[20 µM] | -4 | 3 | -4 | -1
Cc1cc(=O)oc2cc(OCC#N)ccc12 | 18 | -13 | 4 | 6 | -15 | -15 | -2 | -1 | -3
Cc1cc(C)nc(SCC(=O)OCC(=O)Nc2nc3ccccc3s2)n1 | 12 | 20 | -4 | -14 | -28 | 20 | 2 | -11 | 0
COc1cccc(C2C(C(C)=O)=C(O)C(=O)N2Cc2ccco2)c1 (stereo unspecified) | 12 | -8 | -4 | -3 | -3[20 µM] | -22 | 5 | 1 | 3
CCCCOc1ccc(C(=O)N/C(=C\c2cccc([N+](=O)[O-])c2)C(=O)OCCC)cc1 | . | 15 | 3 | -10 | -18[20 µM] | -3 | 5 | -3 | -2
CCCC/S(CC1CC1(Cl)Cl)=N\S(=O)(=O)c1ccc(C)cc1 (stereo unspecified) | 6 | 13 | 3 | -7 | -22[20 µM] | -5 | 0 | 6 | -2
COC(=O)c1c(C)oc(C)c1S(=O)(=O)N1CCOCC1 | 12 | -1 | 8 | 1 | 1 | -7 | -4 | 4 | 0
O=C(Nc1ccon1)c1cccc(S(=O)(=O)N2CCCCC2)c1 | 7 | 4 | 2 | -3 | -23 | -6 | 8 | 1 | 2
CNc1nc(Cl)nc(Nc2ccccc2)n1 | 5 | 21 | 2 | -8 | -27 | 0 | 7 | 4 | 3
COc1ccc(C(=O)N2CCN(S(=O)(=O)c3ccc(C)cc3)CC2)cc1S(=O)(=O)N1CCOCC1 | 3 | -2 | 1 | -2 | -23 | 2 | -6 | -12 | 1
CCc1cccc(N(CC(=O)NCc2ccc(F)cc2)C(=O)c2csnn2)c1 | 9 | . | 3 | 4 | -17 | -6 | -2 | 2 | -5
CC(NC(=O)C(CC(=O)OC(C)(C)C)NC(=O)OC(C)(C)C)C(N)=O (stereo unspecified) | 3 | 6 | 2 | 1 | -15 | 1 | 4 | -8 | 3
Cc1c(C(=O)N2CCC(Cc3ccccc3)CC2)sc2ncnc(N3CCC(C)CC3)c12 | 15 | 1 | 1 | -5 | -11 | -3 | -3 | -8 | -2
O=C(NC1CC1)c1ccc2c(Cl)c3c(nc2c1)CCCC3 | 3 | 7 | 5 | 1 | -16 | 2 | 2 | -5 | -3
O=C1COc2ccc(C(=O)COC(=O)Cc3ccsc3)cc2N1 | -1 | 15 | -5 | -7 | -15 | 1 | 1 | -14 | 1
O=c1c2ccccc2ncn1Cc1ccco1 | 6 | -10 | 4 | -19 | -22 | -2 | 2 | -5 | -4
COc1ccc(N2CCN(C(=O)CCCn3c(=O)[nH]c4cc(Cl)ccc4c3=O)CC2)cc1 | 14 | 9 | -4 | -5 | -26[20 µM] | -5 | 4 | 3 | 1
CC(C)NS(=O)(=O)c1ccc(OCC(=O)Nc2ccc3c(c2)OCCO3)cc1 | 4 | -8 | 0 | -11 | -23[20 µM] | 3 | 1 | 0 | -4
CCCCCCCc1c(O)nc(SCCN(C)C)[nH]c1=O | 9 | 24 | -3 | 0 | -6 | -13 | 0 | -1 | 3
O=Cc1cnc(N2CCCCC2)s1 | 6 | 0 | 5 | 4 | -10 | -49 | 0 | 0 | -3
CCOC(=O)Cc1cc(=O)n2[nH]c(-c3ccccc3)cc2n1 | 22&10 | 15 | 3 | -3 | -16[20 µM] | -7 | 0 | -2 | -3

Some of these compounds in order of formula weight, rising:
SMILES | PGE2 EP2 inh | PPC-1+TRAIL kill | p97 ATPase inh | p47phox inh | Furin inhibitor | TbHK1 inh | BaF3 parental | RBBP9 inh | Ba/F3 V617F tox
Cc1nccn1CC(=O)N/N=C/c1cccc(O)c1 | 3 | 20 | 0 | -6 | -2 | 32 | 1 | -8 | -1
Nc1nc2ccccc2n1C(=O)CCc1ccccc1 | 6 | 24 | -3 | -8 | -54[20 µM] | 1 | 6 | 8 | 6
CCCCCCCc1c(O)nc(SCCN(C)C)[nH]c1=O | 9 | 24 | -3 | 0 | -6 | -13 | 0 | -1 | 3
O=C1COc2ccc(C(=O)COC(=O)Cc3ccsc3)cc2N1 | -1 | 15 | -5 | -7 | -15 | 1 | 1 | -14 | 1
O=C(Nc1ccon1)c1cccc(S(=O)(=O)N2CCCCC2)c1 | 7 | 4 | 2 | -3 | -23 | -6 | 8 | 1 | 2
CCCCNC(=O)CCn1c(=S)[nH]c2cc3c(cc2c1=O)OCO3 | 16 | 12 | 5 | -19 | -19[20 µM] | -6 | 0 | 8 | -1
COc1ccc(S(=O)(=O)NCCC(=O)NC(C)c2ccccc2)cc1 (stereo unspecified) | 3 | 2 | 1 | -9 | -5 | 21 | 3 | -7 | 3
CCCC/S(CC1CC1(Cl)Cl)=N\S(=O)(=O)c1ccc(C)cc1 (stereo unspecified) | 6 | 13 | 3 | -7 | -22[20 µM] | -5 | 0 | 6 | -2
CC(C)NS(=O)(=O)c1ccc(OCC(=O)Nc2ccc3c(c2)OCCO3)cc1 | 4 | -8 | 0 | -11 | -23[20 µM] | 3 | 1 | 0 | -4
CCCCOc1ccc(C(=O)N/C(=C\c2cccc([N+](=O)[O-])c2)C(=O)OCCC)cc1 | . | 15 | 3 | -10 | -18[20 µM] | -3 | 5 | -3 | -2
CC1CCC(N2CC(=O)N(Cc3ccc4c(c3)OCO4)C(c3ccc(F)cc3)C2=O)CC1 (stereo unspecified) | 9 | 5 | -5 | -5 | -6[20 µM] | 0 | 1 | -9 | 1
O=c1c2sccc2nc(SCc2cc(=O)n3cc(Cl)ccc3n2)n1Cc1ccccn1 | 3 | 21 | 4 | -10 | -13 | -15 | 0 | -6 | 0
